CHO parental Ca – signal in parental CHO cells, OX1R antagonist counter-screen | parental CHO-K1, ATP-induced calcium, Fluo-8 fluorescence | inhibition, % at 5.6 µM | hit rate 0.63% among 330,000 | AID 463079;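 active means inhibition above that plate's mean sample inhibition plus 3 SD, cut at about 26% in these data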;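 further: 0% = ATP-challenged DMSO wells and 100% = DMSO wells without ATP; some compounds past the cut are filed as inactive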
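Test system: parental CHO cells; detection: calcium-sensitive Fluo-8 fluorescence; evaluation: percent inhibition of calcium signal; also added: ATP as calcium-mobilizing challenge; repeats: one well per compound; control set: ATP-challenged DMSO wells low, unchallenged DMSO wells high; compound: single nominal dose of 5.6 µM per compound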
GPR7 antagonist – human neuropeptides B/W receptor 1 antagonism; hit rate 1.1% among 290,000; inhibition, % at 4.4 µM; GPR7-expressing cells, fluorescence antagonist assay; in the data active means inhibition above about 16%, passing the limit was not always enough;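 further: cells stimulated with the agonist NPW; 0% = agonist with vehicle and 100% = vehicle without agonist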
CHO-K1 Ca PAM – nonselective activator or artifact in parental CHO-K1 calcium assay; ATP EC20, Fluo-8 calcium fluorescence; 0% at ATP EC20, 100% at ATP max; activation, % at 3 µM; hit rate 0.02% among 360,000; AID 602247;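 active means activation above the run cutoff, the mean activation of all test compounds plus 3 SD, cut at about 40% in these data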;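 further: peak over basal fluorescence ratio in a 140 s read after ATP addition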
OXTR potentiate – human OXTR potentiation; hit rate 0.061% among 320,000; activation, % at 3 µM; CHO-OTR cells, Fluo-8 calcium fluorescence, potentiator mode; 0% = oxytocin EC15, 100% = EC100; P30559;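 active means activation above that plate's cutoff, the mean activation of tested compounds plus 3 SD, cut at about 6.6% in these data, passing the limit was not always enough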;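 further: 100% uses oxytocin at 75 nM as the full agonist control; some results filed as inactive read as strong as hits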
Target sequence (P30559 whole entry, looked up): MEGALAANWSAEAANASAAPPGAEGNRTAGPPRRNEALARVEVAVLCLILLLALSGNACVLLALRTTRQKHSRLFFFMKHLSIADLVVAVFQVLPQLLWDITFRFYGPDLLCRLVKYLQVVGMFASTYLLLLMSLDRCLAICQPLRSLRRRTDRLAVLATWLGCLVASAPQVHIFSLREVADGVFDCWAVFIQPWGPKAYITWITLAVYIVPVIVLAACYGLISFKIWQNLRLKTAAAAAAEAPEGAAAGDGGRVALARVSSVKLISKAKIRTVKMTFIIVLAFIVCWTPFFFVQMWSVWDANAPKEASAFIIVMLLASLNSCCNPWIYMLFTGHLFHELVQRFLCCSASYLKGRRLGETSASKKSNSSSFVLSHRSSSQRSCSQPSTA
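System: human OTR in CHO cells / Also added: sub-maximal oxytocin, roughly EC15 / Control set: EC15 oxytocin low, 75 nM oxytocin high / Schedule: 6 min compound pre-incubation at room temperature, 100 s kinetic read / Compound: single-point 3.0 µM / Replication: singlicate / Technique: Fluo-8 calcium dye fluorescence / Read-out basis: % activation of max/min ratio relative to oxytocin controls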
CHO-K1 Ca antag – M1 antagonist counterscreen hit in parental CHO-K1 cells; ATP-induced calcium, Fluo-8 fluorescence; inhibition, % at 3 µM; hit rate 0.6% among 360,000; AID 602250;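 active means inhibition above a per-plate cutoff, the plate's mean sample inhibition plus 3 SD, cut at about 24% in these data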;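 further: 0% = DMSO plus EC80 ATP and 100% = DMSO alone without ATP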
CHO-K1 Ca ag – nonselective activator or artifact in parental CHO-K1 cells | Fluo-8 calcium fluorescence; scaled to maximal ATP response, vehicle zero | activation, % at 3 µM | hit rate 0.48% among 360,000 | AID 602248; in the data active means activation above about 15%;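 further: untransfected CHO-K1 host cells lacking M1 receptor as counterscreen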
OXTR ag – human OXTR agonism; hit rate 0.32% among 320,000; activation, % at 3 µM; CHO-OTR cells, Fluo-8 calcium fluorescence; normalized: DMSO 0%, oxytocin 100%; AID 2435;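 active means activation above the mean of all tested compounds plus 3 SD, cutoff set per screening run, cut at about 20% in these data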;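 further: peak over basal fluorescence ratio from a 100 s FLIPR kinetic read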
TAAR1 antagonist – human TAAR1 antagonism. hit rate 1.5% among 360,000. CHO RD-HGA16 TAAR1, Fluo-8 calcium fluorescence, antagonist. Q96RJ0. AID 624466. inhibition, % at 3 µM;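 active means inhibition above a per-plate cutoff, the mean inhibition of test compounds on that plate plus 3 SD, cut at about 49% in these data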;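 further: 0% = DMSO plus EC80 beta-PEA response and 100% = DMSO alone without agonist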
Target sequence (Q96RJ0 whole entry, looked up): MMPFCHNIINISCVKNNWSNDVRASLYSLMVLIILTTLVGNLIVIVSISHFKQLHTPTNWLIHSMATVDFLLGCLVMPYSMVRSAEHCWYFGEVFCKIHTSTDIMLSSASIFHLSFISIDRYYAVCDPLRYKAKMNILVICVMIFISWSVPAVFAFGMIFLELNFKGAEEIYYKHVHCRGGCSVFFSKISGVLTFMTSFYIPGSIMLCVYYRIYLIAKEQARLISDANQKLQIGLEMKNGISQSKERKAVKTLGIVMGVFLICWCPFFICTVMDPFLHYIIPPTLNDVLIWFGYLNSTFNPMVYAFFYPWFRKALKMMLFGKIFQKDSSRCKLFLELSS
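test system = CHO RD-HGA16 cells bearing hTAAR1 | replication = singlicate | controls = DMSO-only wells and EC80 β-PEA-stimulated wells | reagent = EC80 β-phenethylamine stimulus | read-out basis = percent inhibition of PEA-evoked calcium signal, max/basal emission ratio | schedule = seeding 17-24 h prior, 75-min 37 °C, 30-min RT dye loading | signal = kinetic Fluo-8 calcium fluorescence measurement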
V1aR counter – counter-screen for oxytocin receptor agonists: human V1a receptor agonists; activation, % at 3 µM; hit rate 0.25% among 320,000; P37288; CHO-V1R cells, Fluo-8 calcium fluorescence, agonist mode; 0% DMSO, 100% 3 nM vasopressin; AID 2797;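 active means activation above the mean activation of all tested compounds plus 3 SD, per screening run, cut at about 20% in these data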;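 further: signal is peak over basal fluorescence ratio across a 100 second FLIPR read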
An asterisk follows results filed as active; . = no result given. The order is random. Share with any hit: about 3.5%.

SMILES	TAAR1 antagonist	CHO-K1 Ca antag	V1aR counter	OXTR ag	GPR7 antagonist	CHO-K1 Ca PAM	OXTR potentiate	CHO parental Ca	CHO-K1 Ca ag
O=C(NNC(=O)c1ccccc1[N+](=O)[O-])Nc1ccc(Cl)cc1	-11	-8	-0.1	1.1	-9	26	-6	-9	0.6
CCOc1ccc(S(=O)(=O)NCc2ccncc2)cc1	1	15	6.7	16	21*	-2	-9	4	7.0
COc1ccc(C(=O)Nc2ccc(O)c3c(=O)cc(-c4cccc(Cl)c4)oc23)cc1	29	-24	1.0	-0.4	.	30	-5	-19	3.9
O=C(NCCc1cccs1)C1CCC(=O)N(CCc2cccc(F)c2)C1 (stereo not drawn)	-10	-9	0.2	-1.7	-4	16	-13	-13	1.8
CCN(C(=O)COC(=O)c1ccccc1Oc1ccccc1)c1c(N)n(Cc2ccccc2)c(=O)[nH]c1=O	3	-6	.	.	.	7	.	.	-0.2
Nn1c(SCCOc2ccc(Cl)cc2)nnc1-c1cccnc1	-21	-14	-0.4	-0.9	13	18	0	-18	1.2
Cc1occc1-c1nnc(SCC(=O)N(C)CCC#N)n1N	-9	-11	0.3	-0.2	-11	7	-10	1	-0.2
O=C([O-])c1ccccc1-[n+]1c(-c2ccccc2)cc(-c2ccccc2)cc1-c1ccccc1	-5	-9	-0.3	0.3	.	8	-3	-17	0.6
Cc1ccc(S(=O)(=O)N2CCCC2CNC(=O)C(=O)NC2CCCC2)cc1 (stereo not drawn)	-9	15	1.9	-1.9	.	-22	3	-18	0.0
Cc1cccc(C(=O)NCC(c2ccco2)N(C)C)c1 (stereo not drawn)	-18	9	-0.9	0.3	4	-7	-1	-7	0.3
Cn1cccc1C(=O)OCC(=O)N1c2ccccc2NC(=O)C1(C)C	3	-11	0.4	-0.2	-10	13	-14	-12	1.4
Cc1cccc(NC(=O)COc2cccc3c2CCN(Cc2ccccc2)C3=O)c1C	19	-10	-0.5	-1.5	-4	25	-1	-12	4.0
CCCOc1ccc(N2C(=O)CC(N3CCN(S(=O)(=O)c4ccccc4)CC3)C2=O)cc1 (stereo not drawn)	-13	14	-0.2	2.2	-2	-5	0	-8	0.0
CN1CCN(Cc2cn[nH]c2-c2ccc(F)cc2F)[C@@H](c2ccccc2)C1	17	0	0.4	1.2	-1	-3	-3	-21	0.2
CC1=C(C(N)=O)C(c2ccc(Cl)cc2Cl)n2ncnc2N1 (stereo not drawn)	0	-10	1.0	1.1	-6	16	7	-6	0.7
O=C(c1ccc(F)cc1)N(C(=O)c1ccc(F)cc1)c1ncccn1	19	7	-0.4	-0.7	5	-1	0	-8	0.0
COc1cccc(/C=C/C(=O)Nc2ccc3c(c2)OCCO3)c1	18	-11	-0.3	1.1	-5	10	-12	-18	2.9
CS(=O)Cc1cc(Sc2ccccc2)nc(-c2ccncc2)n1 (stereo not drawn)	8	5	1.6	0.9	-2	-1	0	-4	0.0
O=C(O)C1C2CCC(O2)C1C(=O)Nc1ccc(OC(F)F)cc1 (stereo not drawn)	1	0	2.2	1.5	-8	5	-10	-1	0.5
CCOC1=CC(=O)N(Cc2ccccc2)C1	-12	-14	0.1	0.9	.	18	1	-10	0.9
CN(C)C(=O)CSc1ccccc1C(=O)OCC(=O)NC1CC1	16	-18	0.6	1.2	.	13	0	-9	-0.3
O=C(Nc1ccc(Cl)c(S(=O)(=O)N2CCCC2)c1)c1nn(CCO)c(=O)c2ccccc12	24	10	.	.	.	3	.	.	13
O=C1CC(c2ccccc2)=C(c2ccccc2)C1c1ccccc1 (stereo not drawn)	18	-4	.	.	.	21	.	.	0.4
Cn1c(SCC(=O)N2CCOCC2)nc(O)cc1=O	-14	4	-0.9	-0.5	-7	-7	-10	-2	0.3
Cc1cc(=O)oc2c3c(cc(OCC(=O)Nc4cccnc4)c12)OC(C)(C)CC3	37	-3	-0.5	-1.3	4	22	-3	-7	0.1
O=C(CC1OC(=O)c2ccccc21)Nc1ccccc1N1CCOCC1 (stereo not drawn)	-12	7	0.3	-0.7	-1	-5	3	-14	0.3
COc1ccc(NS(=O)(=O)c2cc3c(cc2C)N(C(C)=O)CCO3)c(OC)c1	-24	-13	0.3	0.8	-10	12	-4	6	0.9
CC(C)CN1CCC(CN(C)Cc2nc(-c3cnccn3)no2)CC1	-27	-1	0.1	-0.1	-10	7	-3	1	-0.1
CCSc1nnc(NC(=O)CSc2nc(C)cc(C)n2)s1	6	4	1.2	0.1	-4	-4	-12	0	1.3
OCCN1CCN(c2nc(-c3ccccc3O)nc3ccccc23)CC1	23	-5	8.2	3.8	19	-18	-13	-16	3.3
COc1ccc(NC(=O)CN2CCCCCC2)cc1OC	-22	-23	0.2	-0.1	2	0	-5	-9	0.8
O=C(O)[C@@H]1CCCN(S(=O)(=O)c2cccc3cccnc23)C1	21	1	0.8	1.2	.	2	-2	-5	0.3
CCOC(=O)c1c(NC(=O)CSc2nnc(C)o2)sc(C)c1C	-25	-8	-0.5	-0.3	-5	13	-1	-14	0.1
Cc1sc2nc(CN3CCOCC3)nc(N3CCC(C(N)=O)CC3)c2c1C	-2	25*	-0.6	-0.1	-5	-16	-7	-6	0.1
O=c1sc(/C=N/Nc2ccccc2)c(Cl)n1Cc1ccccc1	-4	-8	0.7	-1.2	-2	22	-8	-5	0.6
CC(C)(C)C(=O)Nc1ccc(C(=O)Nc2cccnc2)cc1	6	-3	1.1	-0.7	1	9	-14	-2	0.5
COc1cc(OC)c(OC)cc1CNC(=O)c1ccc(COc2ccccc2)cc1	12	11	8.2	5.4	2	2	-12	12	12
O=C(COC(=O)Cc1ccccc1F)Nc1ccc2c(c1)OCCO2	8	-20	1.2	-1.1	1	28	-8	-2	0.6
CNc1csc(C)c(C)c1=O	-9	-31	0.1	1.4	2	35	-2	13	1.4
CCOC(=O)CNC(=O)c1cnn2cccnc12	-9	-14	0.4	0.7	-11	7	0	-3	-0.1
COc1ccc(CNC(=O)Cn2cc(C(F)(F)F)ccc2=O)cc1OC	-13	-4	2.1	1.8	-14	4	-7	12	1.3
O=C(C1CCN(S(=O)(=O)c2cccc3nsnc23)CC1)N1CCCc2ccccc21	20	8	2.2	4.5	-9	0	-10	2	2.7
CCc1nnc(NC(=O)CCC(=O)N2CCCC(O)C2)s1 (stereo not drawn)	-2	-10	-0.4	0.6	-2	-20	-10	5	0.2
CC(=O)Oc1c(Cl)c(N2CCOCC2)c(OC(C)=O)c2ccccc12	14	7	-0.5	-1.6	-7	8	-3	-15	1.2
Cc1ccc2c(nc3s/c(=C/c4cccs4)c(=O)n32)c1C	14	3	.	.	.	-8	.	.	0.2
O=C(N/N=C/c1c(Cl)cccc1Cl)c1cccc(F)c1	.	-6	-0.9	-0.3	-16	19	3	-20	0.2
CCCCNC(=O)COC(=O)c1cc2c(C)nn(-c3ccccc3)c2s1	-11	-15	-0.6	-1.2	-5	14	-14	-21	-0.4
CN(C(=O)COC(=O)c1cccnc1Cl)C1CCCCC1	-9	-1	0.0	1.1	.	0	-5	-11	0.7
O=C(OCc1ccccc1)/C(=C(\O)c1ccccc1Br)c1ccc(-c2ccccc2)cn1	11	-17	0.3	-1.4	.	13	-7	-14	1.5
O=C(Cc1cccs1)N/N=C\c1ccc(O)cc1	18	-2	1.3	0.1	-4	6	2	-8	-0.2
O=C(/C=C/c1ccc(F)cc1)NC(=S)NNC(=O)c1cccnc1	-13	-5	5.8	8.1	-8	11	-7	-15	1.3
CC1(C)CC(=O)C(/C=N/n2cnc3ccccc3c2=O)=C(O)C1	15	-13	0.4	-0.6	-2	19	-6	3	0.7
COc1cc(/C=C2/NC(=O)NC2=O)cc(Br)c1OCc1ccc(C(=O)O)cc1	-1	-4	-0.7	1.0	-18	7	3	-9	-0.5
CCN(CC)S(=O)(=O)c1ccc(OC)c(NC(=O)COc2ccccc2[N+](=O)[O-])c1	5	-7	-0.2	0.1	-14	19	-6	0	2.2
CC(Cc1ccccc1)N1CCCC1=O (stereo not drawn)	5	-7	.	.	.	14	.	.	1.0
COc1ccc(-c2c(-c3cc(OC)cc(OC)c3)n(C)c3ccc(-c4ccc(SC)cc4)cc23)cc1	11	-6	0.1	1.1	.	11	5	-10	0.3
Cc1ccc2c(C)c(C(=O)N(Cc3ccncc3)CC3CCCO3)oc2c1C (stereo not drawn)	-33	-4	-0.3	-0.5	-5	-8	-8	-22	0.0
CCOC(=O)COc1cccc2c(=O)n(CC(=O)NCc3ccc4c(c3)OCO4)ccc12	-5	-1	1.1	2.4	2	-5	-5	-9	0.0

Screens (PubChem BioAssay)
